# CYP2C9 activ: human CYP2C9 activators, primary screen, biochemical, luminescence | 1.4% of 96,000 active | AID 1024, 2008 | activation factor at 5 µM | recombinant CYP2C9, luciferin-H conversion; active compounds read high; factor 1 = untreated enzyme, 0 = blocked;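 active means activation factor of 2 or more for CYP2C9 at a 5 µM dose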;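 further: 0 = sulfaphenazole-blocked wells and 1 = vehicle-only wells; values of inactives mirror those of a sister screen read the other way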
# VCAM1 TNFa inh: inhibitors of TNFa-induced VCAM1 expression, primary screen, imaging, HUVEC, TNFa stimulus, immunofluorescence. HUVEC TNFa-induced VCAM-1 immunofluorescence, high-content imaging. inhibition, % at 2 µM. 0.48% of 95,000 active;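 active means inhibition above the batch mean plus 3 SD, with images confirmed as a hit by eye, cut at about 37% in these data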;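 further: 0% = TNF-stimulated DMSO wells and 100% = unstimulated control wells; not every result past the cut was called active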
# hDAT+cocaine: changed hDAT dopamine uptake under cocaine IC80, either direction, primary screen, cocaine antagonist project, cell-based, LLC-PK1 hDAT, [14C]-dopamine uptake, MLSMR | AID 449768, 2010 | B-score at 10 µM | 1.3% of 110,000 active | LLC-PK1 hDAT cells, [14C]-dopamine uptake with cocaine IC80; actives deviate in either direction | Sodium-dependent dopamine transporter (Homo sapiens), Q01959;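 active means Z score or B-score, a plate-position-corrected score, falls beyond the plate's 99.7% confidence bounds, in either direction; inactive means both scores lie inside the 99.7% bounds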;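 further: scored against the spread of the other compound wells on the same plate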
# Target sequence (Q01959 whole entry, looked up): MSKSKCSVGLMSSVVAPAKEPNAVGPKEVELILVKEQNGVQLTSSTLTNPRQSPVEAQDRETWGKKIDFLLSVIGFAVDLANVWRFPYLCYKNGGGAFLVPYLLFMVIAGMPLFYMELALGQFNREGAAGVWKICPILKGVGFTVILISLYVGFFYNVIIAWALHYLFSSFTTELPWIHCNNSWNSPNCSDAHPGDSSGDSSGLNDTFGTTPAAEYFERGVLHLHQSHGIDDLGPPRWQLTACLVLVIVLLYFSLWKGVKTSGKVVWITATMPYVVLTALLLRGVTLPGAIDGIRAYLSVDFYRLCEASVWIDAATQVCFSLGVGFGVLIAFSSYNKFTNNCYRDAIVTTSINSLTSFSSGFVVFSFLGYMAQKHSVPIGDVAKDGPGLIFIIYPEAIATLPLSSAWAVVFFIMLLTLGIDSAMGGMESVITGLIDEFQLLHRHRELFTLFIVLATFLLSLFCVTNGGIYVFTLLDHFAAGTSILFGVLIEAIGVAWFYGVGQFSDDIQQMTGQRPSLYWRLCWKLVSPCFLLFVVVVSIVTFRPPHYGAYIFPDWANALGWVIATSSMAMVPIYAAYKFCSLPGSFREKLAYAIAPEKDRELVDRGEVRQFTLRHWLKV
# CYP2C19 inhib: blockers of cytochrome P450 2C19 activity – biochemical, luminescence, ADME assay, primary screen; P33261; CYP2C19 Supersomes, luciferin-H EGE luminescence, 30 min; inhibition, % at 5 µM; 21% of 96,000 active;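 active means CYP2C19 inhibition above a set limit at 5 µM in the primary screen, cut at about 50% in these data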;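 further: plate controls were negative control wells for no effect and 2.5 mM tranylcypromine positive control for full effect; values of inactives mirror those of a sister screen read the other way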
# Target sequence (P33261 whole entry, looked up): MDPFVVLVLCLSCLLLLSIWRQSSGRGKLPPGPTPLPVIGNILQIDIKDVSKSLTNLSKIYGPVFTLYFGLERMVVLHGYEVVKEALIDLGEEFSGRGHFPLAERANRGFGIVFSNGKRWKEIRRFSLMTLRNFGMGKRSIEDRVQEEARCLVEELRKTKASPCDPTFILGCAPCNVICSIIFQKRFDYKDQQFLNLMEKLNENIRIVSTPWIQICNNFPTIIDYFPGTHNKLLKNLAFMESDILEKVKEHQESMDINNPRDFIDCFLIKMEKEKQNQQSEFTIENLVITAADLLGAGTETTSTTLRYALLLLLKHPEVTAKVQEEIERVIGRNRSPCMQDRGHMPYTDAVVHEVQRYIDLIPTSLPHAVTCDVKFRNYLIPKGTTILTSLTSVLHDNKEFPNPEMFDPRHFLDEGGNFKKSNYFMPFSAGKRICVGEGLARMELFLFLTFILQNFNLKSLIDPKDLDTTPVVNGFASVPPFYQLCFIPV
# CYP2C19 activ: human CYP2C19 activators, primary screen, biochemical, luminescence | recombinant CYP2C19, luciferin-H EGE luminescence; active compounds read high; 0 = fully inhibited enzyme, 1 = untreated enzyme | activation factor at 5 µM | 96,000 tested, under 10 active | AID 1025, 2008;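 active means activation factor of at least 2 at 5 µM in the primary screen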;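 further: 0 = wells with 2.5 mM tranylcypromine and 1 = vehicle-only wells; values of inactives mirror those of a sister screen read the other way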
# Candida biofilm: clotrimazole potentiators killing Candida biofilms, primary screen, with clotrimazole, Alamar Blue | inhibition, % at 6 µM | 0.14% of 85,000 active | C. albicans biofilm + clotrimazole;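 active means inhibition above 20%; inactive means inhibition below 20%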;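 further: preformed 24 hr biofilms exposed to compound for 48 hr; 0% = biofilm without compound and 100% = blank killed by clotrimazole plus chlorhexidine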
# CYP2C9 inhib: blockers of cytochrome P450 2C9 activity – biochemical, luminescence, ADME assay, primary screen; P11712; CYP2C9 Supersomes, luciferin-H conversion; inhibition, % at 5 µM; 20% of 96,000 active; AID 777, 2007;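 active means blocking of liver enzyme CYP2C9 beyond about 50% at 5 µM, limit read from the data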; further: values of inactives mirror those of a sister screen read the other way
# IL1B cytotox: cytotoxicity in IL-1B stimulated HUVEC, primary screen, cytotoxicity control for IL-1B NFkB translocation project, imaging, Hoechst nuclear count, IL-1B stimulus; 0.41% of 94,000 active; cell count reduction, % at 2 µM; HUVEC cell count loss;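 active means cell count reduction more than 3 SD above the screen-wide mean, cut at about 70% in these data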;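 further: normalized per plate to untreated control cells as the no-loss baseline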
# HUVEC tox TNFa: cytotoxicity in TNFa-stimulated HUVEC, primary screen, cytotoxicity control for VCAM1 expression modulator project, imaging, Hoechst nuclei count. HUVEC TNFalpha-stimulated, Hoechst cell count. cell count reduction, % at 2 µM. 0.17% of 93,000 active;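 active means cell count reduction exceeding the screen mean by over 5 SD, scaled to untreated wells per plate, cut at about 78% in these data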;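 further: cells counted after 24 h of TNF alpha exposure following the 1 h pretreatment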
# An asterisk follows results filed as active; . = no result given.
SMILES,CYP2C9 activ,VCAM1 TNFa inh,hDAT+cocaine,CYP2C19 inhib,CYP2C19 activ,Candida biofilm,CYP2C9 inhib,IL1B cytotox,HUVEC tox TNFa
CC1CCCC/C1=N/Nc1ccc([N+](=O)[O-])cc1[N+](=O)[O-] (stereo unspecified),0.8,19.8,-1.3,26.4,0.7,8.1,19.6,14.9,4.3
COc1ccc(-c2cc(-c3cccs3)c(C#N)c(SCC(=O)NCc3ccccc3)n2)cc1,0.5,9.8,-0.675,-0.9,1,5.9,53.1*,13.9,-25.8
CCCCN(C(=O)c1cc(OC)c(OC)c(OC)c1)C1=CC2CCC(C1)N2C (stereo unspecified),1,3.9,-0.967,-7.6,1.1,-6.4,1.7,12.3,-9.8
O=C(CN1CCCCCC1)Nc1ccc(Br)cc1Br,0.8,3.8,0.655,42.6,0.6,.,16.5,6.4,-31.8
CCn1c(=O)c2c(nc(SCc3ccccn3)n2C)n(C)c1=O,1.2,0.6,-1.51,-4.1,1,3.9,-19.4,-5.3,-29.6
N#CCc1ccc(C(=O)c2ccccc2)s1,0.8,0.5,0.939,70.1*,0.3,.,19.7,-12.0,-10.0
COc1ccc(NC(=O)CNS(=O)(=O)c2cccc3nonc23)c(OC)c1,0.3,.,-0.0199,71.8*,0.3,6.8,74.2*,.,.
O=C(NNC(=O)c1ccc2ccccc2c1O)c1ccccc1Cl,1.4,-4.2,-0.025,-13.9,1.1,.,-38.6,-4.2,-20.0
CCN(Cc1ccccc1)C(=O)c1cc2c(=O)oc3ccc(C)cc3c2s1,1.4,12.7,-0.537,16.7,0.8,7.2,-40.7,7.7,-33.9
COc1ccc(OC2C(=O)N(Cc3ccc(F)cc3)C2c2ccc(OC)c(OC)c2)cc1 (stereo unspecified),0.4,6.2,0.455,72.5*,0.3,.,59.6*,17.7,0.9
Cc1ccc(CNC(=O)C(Cc2ccccc2)NS(=O)(=O)c2ccc3c(c2)CCC(=O)N3)cc1 (stereo unspecified),0.9,0.8,0.138,-0.8,1,.,8.7,-5.6,-41.3
Cc1ccccc1OC(C)c1nc(-c2ccccc2)no1 (stereo unspecified),0.3,-2.3,0.0268,69.5*,0.3,4.2,73.4*,7.2,-16.9
Cc1csc(NC(=O)CCn2c(=O)oc3ccccc32)n1,.,-6.5,0.498,.,.,-1.6,.,40.8,6.7
COC(=O)c1nn(-c2c(C)n(C)n(-c3ccccc3)c2=O)cc1O,0.9,-9.5,0.496,1.8,1,3.2,12.2,7.6,-2.5
CC(C)Nc1nc(NC(C)C)nc(C(=O)OCCO)n1,0.9,-7.3,0.51,4.4,1,-0.7,14.8,13.1,-22.7
CC(=O)NCCOc1cccc2cccnc12,1.1,9.8,-0.373,-5.1,1.1,2.4,-8.6,9.1,-0.4
CCCC(=O)c1ccc(N2CCN(C(=O)c3ccccc3Br)CC2)c(F)c1,0.7,7.7,0.785,36.4,0.6,0.2,28.7,9.1,-27.7
CC(=O)c1cc(C#N)c(SCc2ccccc2C#N)nc1C,.,-5.0,0.182,.,.,-4.6,.,-11.0,-10.5
O=C(c1cc2ncc(Br)cn2n1)N1CCN(C(=O)c2ccco2)CC1,1,4.0,0.704,7.0,0.9,0.1,0.1,-96.2,-7.2
O=C(Nc1ccc(OCC(=O)N2CCC(Cc3ccccc3)CC2)cc1)c1ccco1,0.1,21.3,1.08,94.6*,0.1,.,86.8*,7.3,-9.3
O=C1c2ccccc2C(=O)N1CCOCCN1C(=O)c2ccccc2C1=O,1.1,.,-1.73,3.3,1,2.4,-5.4,2.5,.
O=C(NCc1ccco1)c1cccc2ccccc12,3*,-8.2,-0.806,24.1,0.8,-0.7,-203.2,-1.2,5.3
CCOC(=O)c1cc(C(=O)c2cc(F)ccc2O)coc1=N,0.9,0.8,0.071,38.4,0.6,-3.2,12.9,-0.6,-13.2
CCOC(=O)C1=NNC(C(=O)c2ccccc2)C1c1ccc(OC)cc1 (stereo unspecified),.,18.9,1.25,.,.,4.2,.,.,-17.7
Cc1ccc(SCc2cn3cccnc3n2)cc1,1,-7.6,0.00183,17.0,0.8,3.4,-1.7,8.8,-6.2
SMILES,CYP2C9 activ,VCAM1 TNFa inh,hDAT+cocaine,CYP2C19 inhib,CYP2C19 activ,Candida biofilm,CYP2C9 inhib,IL1B cytotox,HUVEC tox TNFa
O=C(NCCCN1CCOCC1)c1ccc(CS(=O)(=O)c2cccc(C(F)(F)F)c2)o1,0.9,-14.2,-2.39,3.1,1,.,8.6,6.2,-8.1
C=CCSc1nnc(-c2cc(Br)ccc2N)c(=O)[nH]1,0.3,.,-0.871,32.0,0.7,4.0,72.1*,.,.
CCOC(=O)C1CCN(C2CC(=O)N(c3ccc(OCC)cc3)C2=O)CC1 (stereo unspecified),.,-8.2,0.0065,.,.,7.6,.,-8.8,-17.5
CCOC(=O)c1cc(C(C)=O)n2ccccc12,1.5,-0.3,1.52,-9.7,1.1,.,-50.6,0.5,0.0
Cc1onc(-c2ccccc2)c1C(=O)Nc1nc2c(s1)CCCC2,0.5,6.5,-0.0504,27.5,0.7,-1.5,46.1,-4.3,-4.3
NNC(=O)c1cccc(COc2ccccc2Br)c1,0.2,8.8,.,98.0*,0,.,77.6*,-4.2,-8.3
CCSc1nc(O)cc(=O)n1-c1ccc(OC)cc1,1.1,-8.9,-0.598,-0.7,1,10.5,-7.6,-3.4,-24.9
COc1cc(S(=O)(=O)N2CCCCC2)ccc1NC(C)=O,1.3,7.9,-0.119,10.4,0.9,0.3,-25.9,11.6,0.4
Cc1cccc(OC(=O)Cn2c(C(F)(F)F)nc3ccccc32)c1,0.6,8.9,.,21.5,0.8,.,40.8,-47.7,-4.6
Cc1nnc2n(C3CCCCC3)c(=O)c3c4c(sc3n12)COC(C)(C)C4,0.7,64.8,2.9,32.6,0.7,10.1,31.9,-2.9,93.8*
COc1ccccc1NC(=O)C1=C(C)NC2=C(C(=O)CCC2)C1c1ccc2c(c1)OCO2 (stereo unspecified),0.5,2.4,1.44,63.2*,0.4,.,46.7,-15.9,-22.4
COCCNS(=O)(=O)c1ccc(OCC(=O)OC)c(Cl)c1,0.9,13.0,-0.46,6.6,0.9,13.3,5.3,13.6,-1.8
Cc1cc(N2CCCCC2)c(F)cc1[N+](=O)[O-],0.6,-7.5,-0.0513,26.1,0.7,.,35.8,10.9,6.5
N#Cc1ccsc1NC(=O)c1ccccn1,1,14.3,-0.775,-3.8,1,2.4,-0.4,4.0,25.9
COC(=O)c1nc2n(n1)C(c1cccc(Cl)c1)C1=C(CC(C)(C)CC1=O)N2 (stereo unspecified),0.9,2.5,-0.49,1.2,1,10.0,12.8,-10.8,-25.8
CCC(=O)Nc1cc(C)c(NC(=O)c2ccco2)cn1,1.1,11.8,-0.0887,4.9,1,5.1,-8.4,-22.5,-46.4
Cc1ccc(SCc2c(C#N)c3ccccc3n2C)cc1,.,-14.5,-0.234,.,.,-0.7,.,-25.0,-26.0
CCOC(=O)C1Cn2c(nc3c(c2=O)C(C)(CC)Cc2ccccc2-3)S1 (stereo unspecified),0.1,9.2,1.51,97.8*,0,8.6,94.8*,-1.3,-18.1
CCOC(=O)c1[nH]c(C)c(C(=O)NCC2CCCO2)c1C (stereo unspecified),1.1,6.0,-1.16,-12.9,1.1,12.0,-11.1,-34.9,4.2
CO/N=C/c1ccc(N2CCN(C(=O)c3ccc(C)cc3)CC2)c([N+](=O)[O-])c1,0.6,-1.9,1.05,39.0,0.6,.,36.6,-4.0,-5.3
CCc1nnc(NC(=O)CCC(=O)N2CCN(C3CCCCC3)CC2)s1,1,14.7,0.0999,-1.7,1,5.2,2.3,7.6,-5.7
Cc1[nH]c2ccccc2c1C(=O)CSc1nc2ccccc2c(=O)n1CCCN1CCOCC1,0.1,-2.0,0.963,73.0*,0.3,.,85.2*,5.8,5.3
COc1ccccc1NC(=O)CCC(=O)Nc1ccccc1OC,3.1*,12.2,-0.823,7.4,0.9,6.1,-209.5,21.7,-8.3
O=S(=O)(c1ccc(C2=CSC3=NCCN23)cc1)N1CCOCC1,0.9,2.6,-0.492,55.7*,0.4,.,11.2,-10.1,-14.1
Cn1nc([N+](=O)[O-])nc1Oc1ccccc1N,1.1,6.6,0.0896,-7.1,1.1,-2.2,-12.2,-23.5,-5.2
SMILES,CYP2C9 activ,VCAM1 TNFa inh,hDAT+cocaine,CYP2C19 inhib,CYP2C19 activ,Candida biofilm,CYP2C9 inhib,IL1B cytotox,HUVEC tox TNFa
CC(C)OC(=O)c1nnn(-c2nonc2N)c1CSc1ccccn1,0.4,0.4,-0.61,74.4*,0.3,4.5,57.1*,-38.5,-22.2
CC(=O)NCC12CC3CC(C1)CC(C(=O)O)(C3)C2,1,15.8,0.0598,4.6,1,-3.1,-4.9,9.9,-18.3
COC(=O)c1cc(S(=O)(=O)NC2CCN(Cc3ccccc3)CC2)cn1C,1.1,-9.2,-1.23,0.8,1,8.1,-9.6,23.6,-31.1
CCC(=O)Nc1ccccc1C(=O)NC1CCCCC1,1.6,-8.7,0.118,31.7,0.7,3.8,-60.0,1.4,-15.6
CN(C)c1nn(C(=O)Nc2cccc(C(F)(F)F)c2)cc1-c1ccccc1,1.2,5.7,-0.189,8.4,0.9,.,-15.9,5.3,-19.4
O=C(Nc1nc(-c2cccs2)cs1)c1cccc(S(=O)(=O)N2CCCCC2)c1,0.2,4.7,-1.15,50.6*,0.5,3.6,84.2*,-2.4,-32.4
CCOC(=O)N1CCN(C(=O)c2cc3c(s2)-c2ccccc2OC3)CC1,0.5,14.8,1.26,42.9,0.6,2.0,54.0*,-57.7,-8.1
Cc1ccc(S(=O)(=O)NC(CC(=O)O)c2ccco2)cc1 (stereo unspecified),1.1,-2.7,0.488,29.0,0.7,.,-5.9,13.2,5.2
COc1ccc(CC(=O)Nc2ccc(S(=O)(=O)Nc3ncccn3)cc2)cc1,1.1,0.7,0.618,0.2,1,.,-10.5,-22.1,-12.1
O=C(NC1CC2CCC1C2)c1ccc(CN2CCOCC2)cc1 (stereo unspecified),1.2,31.1,0.28,-13.2,1.1,5.8,-21.9,-47.9,0.8
O=C(O)Cc1csc2ccccc12,1,.,-0.0211,-9.3,1.1,8.4,-0.5,.,.
COC(=O)C1=C(C(=O)c2ccccc2)C(c2ccc(O)c(OC)c2)n2nnnc2N1 (stereo unspecified),0.7,-5.4,0.376,1.7,1,6.0,26.6,-6.4,0.0
Cc1cccc(C2=N/C(=C\c3cccnc3)C(=O)O2)c1,1.2,4.9,0.486,7.9,0.9,.,-16.2,-10.6,-5.1

# By substructure, the entries above containing two or more sulfur atoms.
SMILES,CYP2C9 activ,VCAM1 TNFa inh,hDAT+cocaine,CYP2C19 inhib,CYP2C19 activ,Candida biofilm,CYP2C9 inhib,IL1B cytotox,HUVEC tox TNFa
COc1ccc(-c2cc(-c3cccs3)c(C#N)c(SCC(=O)NCc3ccccc3)n2)cc1,0.5,9.8,-0.675,-0.9,1,5.9,53.1*,13.9,-25.8
O=S(=O)(c1ccc(C2=CSC3=NCCN23)cc1)N1CCOCC1,0.9,2.6,-0.492,55.7*,0.4,.,11.2,-10.1,-14.1
O=C(Nc1nc(-c2cccs2)cs1)c1cccc(S(=O)(=O)N2CCCCC2)c1,0.2,4.7,-1.15,50.6*,0.5,3.6,84.2*,-2.4,-32.4

# Compounds as they come; overall some 29% were active at least once.
